bIAP inhibitor: bovine intestinal alkaline phosphatase inhibitors, primary screen, selectivity assay for TNAP inhibitor project, biochemical, bovine IAP, CDP-star luminescence; 190,000 tested, under 10 active; alkaline phosphatase, intestinal [Bos taurus]; AID 1019, 2008; purified bovine IAP, 30 min; inhibition, % at 20 µM;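 active = over 50% inhibition of intestinal alkaline phosphatase at 20 µM in the single-dose screen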
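Incubation: 30 min reaction at room temperature / Material: purified bovine intestinal alkaline phosphatase (IAP) enzyme / Input: enzyme at 1/65,000,000 dilution / Dosing: 20 µM single dose / Signal: CDP-star luminescence signal / Reagent: CDP-star chemiluminescent phosphatase substrate, 30 µM final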
PPARg SRC-3 ag: PPARgamma agonists recruiting SRC-3 coactivator, primary screen, biochemical. biochemical PPARgamma/SRC-3 coactivator recruitment assay. AID 731, 2007. Peroxisome proliferator-activated receptor gamma (Homo sapiens), P37231. 200,000 tested, 0.26% active. activation, % at 8 µM; in the data active = activation above about 23%;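 note: 0% = DMSO and 100% = reference agonist; some compounds past the cut are filed as inactive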
Target sequence (P37231 whole entry, looked up): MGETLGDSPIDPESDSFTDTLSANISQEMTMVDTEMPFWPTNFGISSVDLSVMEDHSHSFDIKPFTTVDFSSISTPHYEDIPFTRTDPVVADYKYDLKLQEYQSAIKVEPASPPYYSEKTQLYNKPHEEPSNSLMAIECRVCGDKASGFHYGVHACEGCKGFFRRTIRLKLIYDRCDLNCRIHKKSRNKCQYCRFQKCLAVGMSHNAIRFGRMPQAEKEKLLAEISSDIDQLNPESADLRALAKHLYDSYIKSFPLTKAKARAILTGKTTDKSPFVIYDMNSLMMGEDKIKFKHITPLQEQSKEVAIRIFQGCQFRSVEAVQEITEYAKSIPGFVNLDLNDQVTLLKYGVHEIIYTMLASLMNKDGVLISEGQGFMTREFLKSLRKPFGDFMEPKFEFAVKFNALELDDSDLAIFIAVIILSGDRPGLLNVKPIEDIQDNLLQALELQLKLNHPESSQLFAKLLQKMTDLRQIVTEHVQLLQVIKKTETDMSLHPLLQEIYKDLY
PPARg SRC-2 ag: agonists of PPARg-SRC-2 recruitment, primary screen, biochemical, HTS. Peroxisome proliferator-activated receptor gamma (Homo sapiens), P37231. PPARgamma LBD-SRC-2 recruitment. activation, % at 8 µM. 200,000 tested, 0.34% active. AID 1032, 2008; in the data active = activation above about 22%;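 note: 0% = vehicle and 100% = reference agonist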
bIAP activator: bovine intestinal alkaline phosphatase activators, primary screen, biochemical, bovine IAP, CDP-star luminescence; purified bovine IAP, 30 min; stronger effect = higher value; fold of DMSO-control signal, blank-subtracted; 200,000 tested, 0.17% active; alkaline phosphatase, intestinal [Bos taurus]; activation factor at 20 µM;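 active = activation factor of 2 or more at 20 µM, a signal rise over negative controls twice the positive control's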
Efa HMGR inh: inhibitors of E. faecalis class II HMGR, primary screen, biochemical, Enterococcus faecalis. inhibition, % at 10 µM. purified E. faecalis HMGR, NADPH absorbance 340 nm kinetic. 190,000 tested, 0.41% active. HMG-CoA reductase (Enterococcus faecalis, mvaE);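 active = inhibition above a set limit, the median over all tested compounds plus 3 SD, cut at about 9.5% in these data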;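 note: enzyme runs in reverse so mevalonate oxidation gives rising NADPH absorbance; 0% = complete reaction with DMSO and 100% = background rate lacking mevalonate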
TNAP inh no acc: human TNAP enzyme inhibitors, primary screen, biochemical, luminescent, no phosphate acceptor, uHTS; Alkaline phosphatase, tissue-nonspecific isozyme (Homo sapiens), P05186; purified TNAP, CDP-star luminescence, 30 min; inhibition, % at 20 µM; 200,000 tested, 0.26% active; AID 1012, 2008;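 active = tissue-nonspecific alkaline phosphatase inhibition above about 50% at 20 µM in the single-dose screen, limit read from the data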;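 note: 0% = DMSO negative control and 100% = EDTA positive control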
Target sequence (P05186 whole entry, looked up): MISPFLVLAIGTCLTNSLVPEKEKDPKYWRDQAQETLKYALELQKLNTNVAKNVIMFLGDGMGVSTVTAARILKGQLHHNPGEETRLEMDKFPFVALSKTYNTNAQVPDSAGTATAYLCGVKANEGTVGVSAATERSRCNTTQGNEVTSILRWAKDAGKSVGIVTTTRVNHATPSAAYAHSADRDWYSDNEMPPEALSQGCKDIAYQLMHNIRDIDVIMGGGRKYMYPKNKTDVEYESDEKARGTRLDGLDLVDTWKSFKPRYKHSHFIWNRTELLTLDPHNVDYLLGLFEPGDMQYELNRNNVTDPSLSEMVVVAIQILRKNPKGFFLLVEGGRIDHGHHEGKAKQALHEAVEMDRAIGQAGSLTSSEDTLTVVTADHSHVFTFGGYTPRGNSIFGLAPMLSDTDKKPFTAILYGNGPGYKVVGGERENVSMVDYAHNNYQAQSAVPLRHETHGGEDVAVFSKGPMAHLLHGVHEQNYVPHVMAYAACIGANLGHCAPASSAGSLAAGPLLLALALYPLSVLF
TNAP act hi DEA: TNAP activators at high phosphate acceptor level, primary screen, biochemical, luminescence, uHTS | Alkaline phosphatase, tissue-nonspecific isozyme (Homo sapiens), P05186 | purified TNAP, CDP-star luminescence, 1 M DEA, 30 min; stronger effect = higher value; 0 = EDTA background, 1 = DMSO-only activity | activation factor at 20 µM | 200,000 tested, under 10 active;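 active = activation factor at least 2 at 20 µM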
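system = human TNAP | amount = enzyme diluted 1/800 final | reagent = 100 µM CDP-star substrate | signal = luminescent substrate turnover signal | dosing = one dose, 20 µM | benchmarks = EDTA negative control, DMSO positive control | measure = activation factor | timing = 30 min reaction, room temperature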
PPARg SRC-1 ag: PPARgamma agonists recruiting SRC-1 coactivator, primary screen, biochemical; 200,000 tested, 0.41% active; PPARgamma-SRC-1 coactivator recruitment biochemical assay; AID 631, 2007; activation, % at 8 µM; in the data active = activation above about 19%;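 note: 0% = DMSO and 100% = reference agonist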
TNAP inh hi DEA: human TNAP enzyme inhibitors, primary screen, biochemical, luminescent, high phosphate acceptor level, uHTS. Alkaline phosphatase, tissue-nonspecific isozyme (Homo sapiens), P05186. purified TNAP, CDP-star luminescence, 1 M DEA. inhibition, % at 20 µM. 200,000 tested, 0.03% active. AID 1135, 2008;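 active = over 50% inhibition of tissue-nonspecific alkaline phosphatase at 20 µM in the single-dose screen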;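 note: plate controls were DMSO wells for no effect and EDTA-quenched wells as full inhibition for full effect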
SRC2 TRFRET art: TR-FRET signal artefacts, primary screen, artefact control for PPARgamma SRC-2 agonist project, biochemical; TR-FRET ratio at 8 µM; TR-FRET artefact counter-screen; stronger effect = higher value; 200,000 tested, 0.4% active; AID 1049, 2008; in the data active = TR-FRET ratio above about 2000; note: inactives centre near 1500
* hit, by the source's call; . = no result given. Random draw from the library. Share with any hit: about 1.6%.

SMILES	bIAP inhibitor	PPARg SRC-3 ag	PPARg SRC-2 ag	bIAP activator	Efa HMGR inh	TNAP inh no acc	TNAP act hi DEA	PPARg SRC-1 ag	TNAP inh hi DEA	SRC2 TRFRET art
CCN(CC)CCN(C)C(=O)CCc1nnc(-c2ccc(C)s2)o1	-6	2	-4	1.1	-1	-8	1	4	-4	1612
COc1nc(OC)nc(N2CCC(C(=O)NCc3ccc(F)cc3)CC2)n1	7	-3	-4	0.9	-1	-12	1.1	-4	-5	1354
COc1ccc(S(=O)(=O)CCc2nc3ccccc3s2)cc1	7	-1	4	0.9	-1	-17	1.1	5	-8	1921
COc1ccc(C(C)(C)C)cc1NC(=O)COC(=O)C(C)C	1	4	-2	1	-5	-5	1	5	3	1664
O=C(c1ccccn1)N(CC1CCCO1)C1(C(=O)NC2CCCCC2)CCCCC1 (centres undefined)	3	5	0	1	0	-6	1	10	-1	1738
Cc1ccc(-n2c(N)c(C(=O)N3CCOCC3)sc2=S)cc1	7	-1	0	0.9	-1	-9	1	0	-2	1462
Cc1ccc(S(=O)(=O)N2CCOCC2)cc1C(=O)O	14	5	3	0.9	2	-11	1	3	-2	1540
Cc1cccnc1N(C(=O)Nc1cccc(Cl)c1)C1=NCC(C)(C)S1	20	2	6	0.8	-1	-6	1.1	2	-5	1520
CCN(C(=O)COC(=O)/C=C/c1nc2ccccc2s1)C1CCS(=O)(=O)C1 (centres undefined)	-5	4	13	1	4	-10	1.1	5	-7	1654
S=c1[nH]nc(CSc2nc3ccccc3s2)n1Cc1ccccc1	12	8	8	0.9	0	28	1	0	-2	1648
Cc1cc(C)n(C(=O)c2cc(F)c(F)cc2C)n1	5	4	6	1	-5	5	1	7	1	1783
O=C1COc2ccc(C(=O)COC(=O)CNC(=O)c3ccco3)cc2N1	-19	-2	-2	1.2	-6	-5	1	-3	-4	1530
Cc1cc(C)n(-c2nc3ccccc3c(=O)n2OC2CCCCC2)n1	2	6	2	1	-1	-6	1	2	-3	1538
CC(C)c1ccc(C(C(=O)NC(C)(C)C)N(C(=O)CNC(=O)c2ccco2)c2cccnc2)cc1 (centres undefined)	.	4	9	0.4	-3	0	1	5	-1	1731
Cc1nnc(NC(=O)CSc2nc(C(C)C)nc3ccccc23)s1	10	17	-3	0.9	3	-8	1	6	0	1599
CCOc1cccc(NC(=O)Cn2nc(-c3ccc4c(c3)OCCO4)ccc2=O)c1	26	2	-3	0.7	-2	-8	1	-4	-1	1515
CCn1c(SC)nnc1-c1c[nH]c2ccccc12	17	5	1	0.8	3	-5	1	0	-1	1653
O=C(CN1CCC(n2nnc3cc(C(F)(F)F)ccc32)CC1)Nc1ccc2c(c1)CCC2	5	-3	10	0.9	-6	-4	0.9	-2	8	1482
Cc1cc(C)n(-c2cc(C)c(C)cc2Br)n1	3	-1	4	1	-1	-4	1	-1	2	1660
Cc1cc2occ(CC(=O)NC3CCCc4ccccc43)c2cc1C (centres undefined)	10	-3	3	0.9	0	-18	1	-1	-2	1557
CCOc1cc(/C=N/N=C(/N)c2nonc2N)cc(Br)c1OCc1ccc(Cl)cc1	.	0	3	0.4	-6	-2	1	0	-1	1619
CC(C)(C)c1ccc(-c2noc(CCC(=O)NCC3CCCO3)n2)cc1 (centres undefined)	-5	-8	-5	1.1	-9	-15	1	4	-2	1406
CC(O)(CS(=O)(=O)Cc1cccc(C(F)(F)F)c1)C(=O)Nc1cccc(C(F)(F)F)c1 (centres undefined)	7	-2	3	0.9	-3	-7	1	-2	-2	1761
O=S(CC(O)COCc1ccc(Cl)cc1)c1ccccn1 (centres undefined)	11	-5	7	0.9	-1	-9	1.1	-4	-6	1425

Entries shown so far containing a furan ring, fused or not, in the order listed:
SMILES	bIAP inhibitor	PPARg SRC-3 ag	PPARg SRC-2 ag	bIAP activator	Efa HMGR inh	TNAP inh no acc	TNAP act hi DEA	PPARg SRC-1 ag	TNAP inh hi DEA	SRC2 TRFRET art
O=C1COc2ccc(C(=O)COC(=O)CNC(=O)c3ccco3)cc2N1	-19	-2	-2	1.2	-6	-5	1	-3	-4	1530
CC(C)c1ccc(C(C(=O)NC(C)(C)C)N(C(=O)CNC(=O)c2ccco2)c2cccnc2)cc1 (centres undefined)	.	4	9	0.4	-3	0	1	5	-1	1731
Cc1cc2occ(CC(=O)NC3CCCc4ccccc43)c2cc1C (centres undefined)	10	-3	3	0.9	0	-18	1	-1	-2	1557

The results go on:
SMILES	bIAP inhibitor	PPARg SRC-3 ag	PPARg SRC-2 ag	bIAP activator	Efa HMGR inh	TNAP inh no acc	TNAP act hi DEA	PPARg SRC-1 ag	TNAP inh hi DEA	SRC2 TRFRET art
CC12CN3CCN(CC(C3)C1(O)CN1CCCCC1)C2 (centres undefined)	-16	-3	9	1.2	-1	-8	1.1	2	-9	1546
N#C/C(=C\c1ccco1)C(=O)Nn1cnnc1	-8	4	-5	1.1	-2	-2	1	1	1	1467
CCCc1cc(=O)oc2c(CN3CCOCC3)c(O)ccc12	0	3	5	1	-4	-5	1	1	3	1500
O=C(C1CCC(CNc2c(N3CCCCC3)c(=O)c2=O)CC1)N1CCCCC1 (centres undefined)	-12	.	.	1.1	0	-17	1	.	-3	.
O=C(CCC1CCCCC1)NNC(=O)c1cnccn1	7	-4	-6	0.9	-1	-161	1	-2	-1	1533
CCOc1ccc(NC(=O)NCc2ccco2)cc1	12	8	5	0.9	-4	-10	1.1	0	-8	1498
Cc1ccc2nc(SCCCCOc3ccccc3)[nH]c2c1	-18	6	1	1.2	-1	-32	1.1	4	-7	1747
CC(C)OC(=O)/C(C#N)=C/c1c[nH]c2ccccc12	6	1	8	0.9	-1	-7	1	2	-2	1662
Cc1cc(C)n2nc(S(=O)(=O)NCCc3ccccc3)nc2n1	6	-13	-6	0.9	-11	-20	1	3	-4	1440
Cc1nccn1CC(O)Cn1c2ccccc2c2ccccc21 (centres undefined)	-1	9	10	1	-8	-2	1	4	1	1667
COc1ccc(-c2cc(C(F)(F)F)nc(SCCC(=O)N3CCOCC3)n2)cc1	6	8	5	0.9	-2	-1	1	8	-4	1655
COc1ccc(C(=O)COC(=O)CCN2C(=O)C3C4CCC(C4)C3C2=O)cc1 (centres undefined)	7	1	7	0.9	-3	-9	1	8	-2	1546
CCc1nnc(NC(=O)/C=C/c2cccs2)s1	-15	2	10	1.2	5	-5	1	1	-4	1772
COc1ccc(OC(=O)c2ccncc2)cc1	0	0	-2	1	-5	2	1	2	-3	1678
NC(=O)c1ccccc1-c1nc(-c2ccccc2)no1	6	-6	-5	0.9	0	-13	1.1	5	-7	1380
Cc1ccc(C)c(NC(=S)NC23CN4CN(CN(C4)C2)C3)c1	3	7	-10	1	2	-4	1	4	2	1485
CO/N=C/c1ccc(N2CCN(C(=O)c3ccc(F)cc3)CC2)c([N+](=O)[O-])c1	4	7	7	1	-1	-4	1	-1	1	1633
O=C1N=C(N2CCOCC2)S/C1=C\c1cccs1	2	6	-3	1	-1	-6	1	2	-4	1492
CCCCCCCN1C2=NCCCN2c2ccccc21	-33	-3	2	1.3	-3	-12	1.1	8	-5	1503
CSc1nnnn1-c1ccc(Cl)cc1	-2	0	-3	1	-1	3	1	-3	-4	1429
COc1ccc2c(C(=O)CN(C)C3CCCCC3)c[nH]c2c1	8	-10	8	0.9	-2	-8	1	0	0	1573
CCNc1nc(NCC)n2c(SCC(=O)Nc3ccccc3)nnc2n1	0	-2	1	1	-4	-7	1	-2	-4	1480
OCCN1CCN(CC(O)C(F)(F)F)CC1 (centres undefined)	9	1	-6	0.9	-3	-6	1	6	-2	1545
Cc1ccc2cc(CCNC(=O)c3ccc4c(c3)OCO4)c(=O)[nH]c2c1C	21	6	3	0.8	-8	6	1.1	1	-6	1634
COc1ccc(OC)c(C2=NOC(C(=O)N3CCN(c4ccccc4)CC3)C2)c1 (centres undefined)	-1	4	1	1	-4	-14	1	2	-4	1675
O=S(=O)(c1cccc(C(F)(F)F)c1)N1CCC(c2cc(-c3cccc4ccccc34)n[nH]2)CC1	-10	-3	5	1.1	4	-9	1	-5	-4	1464
Cc1cccc(C)c1-n1cccc1/C=C1\SC(=S)N(c2cccc(C(=O)O)c2)C1=O	5	5	2	0.9	-11	-4	0.9	11	7	1811
CSc1ccccc1NC(=O)COc1ccc(Cl)cc1C	3	-2	-2	1	0	1	1	-2	-3	1604
O=Nc1ccc(NOC(=O)c2ccccc2)cc1	4	8	6	1	-4	-1	0.9	1	6	1552
COc1cc(CN2CCCC(C(=O)c3ccccc3SC)C2)cc(OC)c1 (centres undefined)	0	1	14	1	-7	-7	1	3	-4	1739
O=C(O)CNC(=O)C(Cc1ccccc1)NC(=O)OCc1ccccc1 (centres undefined)	0	2	9	1	-1	-15	1	-2	-1	1517
OCCNCc1cc(Br)ccc1OCc1ccccc1Cl	-4	-2	2	1	2	-1	1	1	2	1770
COC(=O)c1ccc(COc2cccc3c2CCN(Cc2ccccc2)C3=O)o1	2	0	-2	1	-5	-5	1	-4	-1	1439
O=[N+]([O-])c1cccc(S(=O)(=O)N2CCCC2)c1	19	-2	-1	0.8	1	-9	1	-3	0	1354
COc1cccc(CNc2ccc(N3CCCCC3)cc2)c1OC	-6	10	3	1.1	0	-8	1	1	-4	1455
CC(=O)N1CCc2cc(S(=O)(=O)CCC(=O)Nc3c(C)n(C)n(-c4ccccc4)c3=O)ccc21	1	0	3	1	-1	-8	1	10	-2	1693
CCOC(=O)Cc1csc(NC(=O)c2sc3nc4cc(C)ccc4cc3c2N)n1	3	7	20	1	-6	2	0.9	7	12	1828
Cc1cccc(Cc2cnc(NC(=O)c3ccc(C)o3)s2)c1	9	-1	2	0.9	1	-6	1	0	0	1552
CC(C)CC(COCc1ccc(Cl)cc1)N1CCN(C(=O)c2ccc(C(F)(F)F)cc2)CCC1=O (centres undefined)	0	1	0	1	6	-6	1.1	-7	-5	1583
Cc1cc(C(=O)NC(=S)Nc2ccccc2N2CCOCC2)ccc1[N+](=O)[O-]	-6	2	9	1.1	-2	1	1.1	4	-7	1719
CCN(CC)c1ccc(N/C(N)=N/c2nc(C(F)(F)F)cc(=O)[nH]2)cc1	4	-1	2	1	-4	-21	1	-2	-4	1475
Cc1ccc(NC(=O)CSc2ncn[nH]2)cc1S(=O)(=O)N1CCOCC1	-31	0	-12	1.3	-1	1	1	-4	-3	1358

Compound activity (PubChem BioAssay)
